PfM18AAP inh = PfM18AAP enzyme inhibition | inhibition, % at 7.35 µM | recombinant PfM18AAP, H-Glu-NHMec fluorogenic cleavage | 290,000 tested, 1.2% active;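 active means inhibition above the campaign mean inhibition over all tested compounds plus 3 SD, cut at about 28% in these data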;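 further: 0% = plate median of test compound wells and 100% = 2 mM ZnCl2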
NALP1 yeast inh = blocks the NALP1 inflammasome reconstituted in yeast. inhibition, % at 10 µM. AID 2071. S. cerevisiae NALP1/ASC/caspase-1 growth, X-gal OD620, 72 h. 280,000 tested, 0.61% active; in the data active means inhibition mostly above about 24%, no sharp cut-off; inactive means mostly below about 32%; further: some compounds called inactive have numbers as strong as hits
DNA FID counter = displaces DNA intercalator in HCV helicase counter-screen; inhibition, % at 7.9 µM; 290,000 tested, 0.17% active; DNA fluorescent intercalator displacement, fluorescence; in the data active means inhibition above about 37%;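 further: 0% = vehicle and 100% = reference compound; higher means more ethidium bromide displaced from hairpin DNA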
HCV NS3 hel inh = HCV NS3 helicase inhibition; NS3 helicase DNA unwinding, Cy5 molecular beacon fluorescence; inhibition, % at 10.9 µM; 290,000 tested, 0.56% active; AID 1800;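 active means inhibition above the mean of all tested compounds plus 3 SD, set per campaign, cut at about 35% in these data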;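 further: 0% = DMSO wells and 100% = thioflavine S control wells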
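Assay system – hepatitis C virus NS3 helicase domain fragment enzyme · Buffer or medium – MOPS pH 6.5, MgCl2, DTT, Tween20, BSA · Reagent – Cy5/quencher beacon DNA duplex and ATP to start · Compound – single 10.9 µM dose · Timing – 1 h at 25 °C · Technique – Cy5 beacon fluorescence read at start and 1 h · Measure – % inhibition of unwinding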
UBC9 SUMO inh = blocks human SUMOylation mediated by UBC9. P63279. HTRF SUMOylation assay, SAE1/SAE2 + UBC9, in vitro. inhibition, % at 35 µM. 290,000 tested, 0.36% active. AID 2006; in the data active means inhibition above about 50%, passing the limit was not always enough; inconclusive means no clear call, values can overlap the other calls; further: strong numbers were not always called active
Target sequence (P63279 whole entry, looked up): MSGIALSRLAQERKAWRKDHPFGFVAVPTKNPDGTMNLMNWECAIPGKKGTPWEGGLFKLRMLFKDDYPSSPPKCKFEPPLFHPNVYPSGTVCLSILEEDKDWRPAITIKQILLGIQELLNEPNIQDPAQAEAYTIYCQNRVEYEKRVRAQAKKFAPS
MEKK2 mut-MEK5 = signal of MEK5 binding to mutant human MEKK2 PB1 domain; percent response, % at 10 µM; bead flow cytometry, Alexa488-MEK5 binding to MEKK2 mutant; 290,000 tested, 0.35% active; AID 1530; in the data active means percent response above about 24%, passing the limit was not always enough; further: inactives centre near 1; some results filed as inactive read as strong as hits
IMP-1 inh = inhibitors of Pseudomonas aeruginosa IMP-1 metallo-beta-lactamase; purified IMP-1, nitrocefin hydrolysis, epi-absorbance fluorescence; inhibition, % at 5.6 µM; 290,000 tested, 0.45% active;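 active means inhibition above the mean plus 3 SD of all compounds in the same screening run, cut at about 4.5% in these data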;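 further: 0% = IMP-1 with DMSO and 100% = DMSO wells lacking enzyme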
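System: purified IMP-1; amount: IMP-1 0.2 nM before substrate addition; compound: single dose, 5.6 µM; times: 25 °C, 15 min preincubation, 25 min reaction; signal: Epi-absorbance via hydrolysed-nitrocefin quenching of white-plate fluorescence, 480/530 nm, EDTA stop; benchmarks: DMSO with and without IMP-1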
MEKK2wt PB1 HTS = raises or lowers MEK5 binding to wildtype human MEKK2 PB1 domain. Q9Y2U5. bead flow cytometry, Alexa488-MEK5 binding to MEKK2 WT; actives lie on both sides. binding response (% of control), % at 10 µM. 290,000 tested, 1.1% active. AID 1531; in the data active means binding response below about 67% or above about 130%; inconclusive means no clear call, values can overlap the other calls; inactive means in between
VIM-2 inh = blocks Pseudomonas aeruginosa VIM-2 metallo-beta-lactamase. purified VIM-2, nitrocefin hydrolysis, epi-absorbance fluorescence. inhibition, % at 5.6 µM. 290,000 tested, 0.89% active;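 active means inhibition above the mean of all tested compounds plus 3 SD, cutoff set per screening run, cut at about 7.5% in these data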;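 further: red hydrolysis product quenches plate fluorescence so inhibitors raise well fluorescence; 0% = enzyme with DMSO and 100% = DMSO without enzyme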
* marks the source's active call; other numbers are inactive results.

What do the screens show for `Nc1nc(C(=O)N2CCOCC2)nn1C(=O)c1ccc(Cl)cc1`?
PfM18AAP inh: -15; NALP1 yeast inh: 25; DNA FID counter: 1; HCV NS3 hel inh: 1; UBC9 SUMO inh: 8; MEKK2 mut-MEK5: 2; IMP-1 inh: -0.4; MEKK2wt PB1 HTS: 105; VIM-2 inh: 1.0

How did CCOc1ccc2[nH]c(=O)c(CN(CCCO)C(C)=O)cc2c1 do in these assays?
PfM18AAP inh: 3; NALP1 yeast inh: -1; DNA FID counter: 0; HCV NS3 hel inh: -6; UBC9 SUMO inh: 22; MEKK2 mut-MEK5: 13; IMP-1 inh: -1.0; MEKK2wt PB1 HTS: 109; VIM-2 inh: 0.6

How did N#CC(c1ccccc1)(c1ncc(C(F)(F)F)cc1Cl)N1CCOCC1 (centres undefined) do in these assays?
PfM18AAP inh: -2; NALP1 yeast inh: 3; DNA FID counter: -1; HCV NS3 hel inh: 2; UBC9 SUMO inh: -4; IMP-1 inh: -2.3; VIM-2 inh: -3.1

What do the screens show for `O=C(Nc1ccc(F)cc1)C(Sc1nnc2ccccn12)c1ccccc1` (centres undefined)?
PfM18AAP inh: -7; NALP1 yeast inh: 22; DNA FID counter: -15; HCV NS3 hel inh: -10; UBC9 SUMO inh: 0; MEKK2 mut-MEK5: -1; IMP-1 inh: -0.9; MEKK2wt PB1 HTS: 106; VIM-2 inh: -0.5

How did CN(CCC#N)c1ccc(/C=C(\C#N)c2ccccn2)cc1 do in these assays?
PfM18AAP inh: 6; NALP1 yeast inh: 11; DNA FID counter: 11; HCV NS3 hel inh: -1; UBC9 SUMO inh: inconclusive; MEKK2 mut-MEK5: -2; IMP-1 inh: 25*; MEKK2wt PB1 HTS: 105; VIM-2 inh: 3.5

What do the screens show for `CCn1nc(C)c(/C=N/NC(=O)c2ccoc2C)c1C`?
PfM18AAP inh: -5; NALP1 yeast inh: 5; DNA FID counter: -1; HCV NS3 hel inh: 5; UBC9 SUMO inh: 22; MEKK2 mut-MEK5: 11; IMP-1 inh: -1.0; MEKK2wt PB1 HTS: 103; VIM-2 inh: -0.8

What do the screens show for `Cc1c(Cl)c(C(=O)NNC(=S)Nc2ccccc2)nn1C`?
PfM18AAP inh: 25; NALP1 yeast inh: 11; DNA FID counter: -7; HCV NS3 hel inh: 15; UBC9 SUMO inh: -7; IMP-1 inh: -2.1; VIM-2 inh: -3.3

What do the screens show for `Cc1nc2ncnn2c(C)c1CCC(=O)NCCCN1CCN(c2cccc(Cl)c2)CC1`?
PfM18AAP inh: 3; NALP1 yeast inh: -9; DNA FID counter: 3; HCV NS3 hel inh: -3; UBC9 SUMO inh: 7; IMP-1 inh: -2.5; VIM-2 inh: -2.0

Results for Cn1c(SCC(=O)Nc2cccc(NC(=O)c3cccs3)c2)nnc1-c1ccncc1 ?
PfM18AAP inh: -1; NALP1 yeast inh: 11; DNA FID counter: -5; HCV NS3 hel inh: -5; UBC9 SUMO inh: -20; MEKK2 mut-MEK5: 3; IMP-1 inh: -2.3; MEKK2wt PB1 HTS: 102; VIM-2 inh: -1.1

What do the screens show for `CNC[C@H](Cc1ccccc1)NC[C@@H](Cc1cccc2ccccc12)NCCc1ccc(C)cc1`?
PfM18AAP inh: 1; NALP1 yeast inh: 19; DNA FID counter: 37*; HCV NS3 hel inh: -88; UBC9 SUMO inh: 8; MEKK2 mut-MEK5: 120*; IMP-1 inh: -2.5; MEKK2wt PB1 HTS: 364*; VIM-2 inh: -2.9

Next part (4 carried over from the part before).
What do the screens show for `Cc1c(Cl)c(C(=O)NNC(=S)Nc2ccccc2)nn1C`?
PfM18AAP inh: 25; NALP1 yeast inh: 11; DNA FID counter: -7; HCV NS3 hel inh: 15; UBC9 SUMO inh: -7; IMP-1 inh: -2.1; VIM-2 inh: -3.3

What do the screens show for `Cc1nc2ncnn2c(C)c1CCC(=O)NCCCN1CCN(c2cccc(Cl)c2)CC1`?
PfM18AAP inh: 3; NALP1 yeast inh: -9; DNA FID counter: 3; HCV NS3 hel inh: -3; UBC9 SUMO inh: 7; IMP-1 inh: -2.5; VIM-2 inh: -2.0

Results for Cn1c(SCC(=O)Nc2cccc(NC(=O)c3cccs3)c2)nnc1-c1ccncc1 ?
PfM18AAP inh: -1; NALP1 yeast inh: 11; DNA FID counter: -5; HCV NS3 hel inh: -5; UBC9 SUMO inh: -20; MEKK2 mut-MEK5: 3; IMP-1 inh: -2.3; MEKK2wt PB1 HTS: 102; VIM-2 inh: -1.1

What do the screens show for `CNC[C@H](Cc1ccccc1)NC[C@@H](Cc1cccc2ccccc12)NCCc1ccc(C)cc1`?
PfM18AAP inh: 1; NALP1 yeast inh: 19; DNA FID counter: 37*; HCV NS3 hel inh: -88; UBC9 SUMO inh: 8; MEKK2 mut-MEK5: 120*; IMP-1 inh: -2.5; MEKK2wt PB1 HTS: 364*; VIM-2 inh: -2.9

What do the screens show for `O=C(C1=C(O)C(=O)N(CCCn2ccnc2)C1c1ccccc1)c1ccco1` (centres undefined)?
PfM18AAP inh: 10; NALP1 yeast inh: 7; DNA FID counter: -6; HCV NS3 hel inh: -1; UBC9 SUMO inh: 11; MEKK2 mut-MEK5: -3; IMP-1 inh: -0.8; MEKK2wt PB1 HTS: 97; VIM-2 inh: -1.2

Results for Cc1cc(C(=O)NC2CCCCC2C)c2ccccc2n1 (centres undefined) ?
PfM18AAP inh: 1; NALP1 yeast inh: -4; DNA FID counter: -14; HCV NS3 hel inh: 3; UBC9 SUMO inh: 10; MEKK2 mut-MEK5: 8; IMP-1 inh: -2.0; MEKK2wt PB1 HTS: 108; VIM-2 inh: -1.4

How did Cc1ccc(-c2cn(C[C@H]3CC[C@@H]([C@@H]4CC[C@H](Cn5cc(-c6ccc(C)cc6)nn5)O4)O3)nn2)cc1 do in these assays?
PfM18AAP inh: 6; NALP1 yeast inh: 25; DNA FID counter: -25; HCV NS3 hel inh: -36; UBC9 SUMO inh: -12; MEKK2 mut-MEK5: 0; IMP-1 inh: -5.3; MEKK2wt PB1 HTS: 101; VIM-2 inh: -3.4

Results for N#CC1=C(N)Nc2ncnn2C1c1ccc([N+](=O)[O-])cc1 (centres undefined) ?
PfM18AAP inh: 16; DNA FID counter: 2; HCV NS3 hel inh: -7; UBC9 SUMO inh: 20; MEKK2 mut-MEK5: -2; IMP-1 inh: -1.2; MEKK2wt PB1 HTS: 103; VIM-2 inh: -1.0

What do the screens show for `COc1cccc(C2C(C#N)=C(N)OC3=C2C(=O)CCC3)c1OC(=O)c1ccco1` (centres undefined)?
PfM18AAP inh: -1; NALP1 yeast inh: -3; DNA FID counter: -5; HCV NS3 hel inh: 10; UBC9 SUMO inh: -5; MEKK2 mut-MEK5: 18; IMP-1 inh: -2.8; MEKK2wt PB1 HTS: 102; VIM-2 inh: -2.3

What do the screens show for `O=S(=O)(NCc1ccccc1)c1ccc(Cl)cc1`?
PfM18AAP inh: 12; NALP1 yeast inh: 2; DNA FID counter: -13; HCV NS3 hel inh: 13; UBC9 SUMO inh: 5; MEKK2 mut-MEK5: 1; IMP-1 inh: -0.3; MEKK2wt PB1 HTS: 100; VIM-2 inh: -2.6

What do the screens show for `COc1ccc(NS(=O)(=O)c2c(C)[nH]c(C)c2C(=O)N2CCCCC2)cc1Cl`?
PfM18AAP inh: 0; NALP1 yeast inh: 6; DNA FID counter: -30; HCV NS3 hel inh: -6; UBC9 SUMO inh: -2; MEKK2 mut-MEK5: 0; IMP-1 inh: -0.4; MEKK2wt PB1 HTS: 105; VIM-2 inh: 0.9

How did CCOC(=O)c1c(C)[nH]c(C)c1S(=O)(=O)NC(C)Cc1ccco1 (centres undefined) do in these assays?
PfM18AAP inh: -1; NALP1 yeast inh: 15; DNA FID counter: -17; HCV NS3 hel inh: 2; UBC9 SUMO inh: -6; MEKK2 mut-MEK5: 2; IMP-1 inh: -2.7; MEKK2wt PB1 HTS: 105; VIM-2 inh: -0.1

Results for C=CCOc1cccc(/C=C2\C(=O)N(Cc3ccc(C)cc3)C(C)=C2C(=O)OC)c1 ?
PfM18AAP inh: -8; NALP1 yeast inh: 8; DNA FID counter: -17; HCV NS3 hel inh: 13; UBC9 SUMO inh: 16; MEKK2 mut-MEK5: 0; IMP-1 inh: -3.0; MEKK2wt PB1 HTS: 102; VIM-2 inh: -3.4

Results for Cc1[nH]c(C(=O)N/N=C/c2ccc(C(=O)O)cc2)c(C)c1C(=O)N/N=C/c1ccc(C(=O)O)cc1 ?
PfM18AAP inh: -2; NALP1 yeast inh: 27; DNA FID counter: -5; HCV NS3 hel inh: -1; UBC9 SUMO inh: 17; MEKK2 mut-MEK5: -1; IMP-1 inh: -0.4; MEKK2wt PB1 HTS: 101; VIM-2 inh: -3.4

Results for COc1ccc(NC(=O)N2CCCC2C(=O)Nc2cccc(C)c2C)cc1 (centres undefined) ?
PfM18AAP inh: -2; NALP1 yeast inh: 8; DNA FID counter: -13; HCV NS3 hel inh: 0; UBC9 SUMO inh: 3; MEKK2 mut-MEK5: 4; IMP-1 inh: -1.1; MEKK2wt PB1 HTS: 97; VIM-2 inh: -4.1

Results for O=C1Nc2ccccc2CCC1Sc1nnc(-c2ccc(Cl)cc2)s1 (centres undefined) ?
PfM18AAP inh: 2; NALP1 yeast inh: 4; DNA FID counter: -7; HCV NS3 hel inh: 0; UBC9 SUMO inh: -1; MEKK2 mut-MEK5: -3; IMP-1 inh: -0.2; MEKK2wt PB1 HTS: 94; VIM-2 inh: -2.5

How did CC1=C(C(=O)Nc2ccc(Cl)cc2C(=O)N2CCC(C(N)=O)CC2)SCCO1 do in these assays?
PfM18AAP inh: 3; NALP1 yeast inh: 15; DNA FID counter: -1; HCV NS3 hel inh: 5; UBC9 SUMO inh: 14; MEKK2 mut-MEK5: -4; IMP-1 inh: -2.2; MEKK2wt PB1 HTS: 99; VIM-2 inh: -1.0

How did COc1ccc(NS(=O)(=O)c2cc(NC(=O)c3cc(=O)c4ccccc4o3)ccc2OC)cc1 do in these assays?
PfM18AAP inh: -3; NALP1 yeast inh: 1; DNA FID counter: 0; HCV NS3 hel inh: -4; UBC9 SUMO inh: 5; MEKK2 mut-MEK5: 0; IMP-1 inh: -2.8; MEKK2wt PB1 HTS: 100; VIM-2 inh: -1.3

How did O=C(CCSc1nc2ccccc2o1)Nc1ccccc1 do in these assays?
PfM18AAP inh: 10; NALP1 yeast inh: 12; DNA FID counter: -7; HCV NS3 hel inh: -8; UBC9 SUMO inh: -15; MEKK2 mut-MEK5: -4; IMP-1 inh: 0.2; MEKK2wt PB1 HTS: 103; VIM-2 inh: 0.4

How did COc1ccc(S(=O)(=O)N2CCCC(C(=O)NCc3ccncc3)C2)cc1Cl (centres undefined) do in these assays?
PfM18AAP inh: -5; NALP1 yeast inh: 26*; DNA FID counter: -8; HCV NS3 hel inh: -5; UBC9 SUMO inh: 14; MEKK2 mut-MEK5: -2; IMP-1 inh: 0.4; MEKK2wt PB1 HTS: 95; VIM-2 inh: -1.6

Bioassay records: PubChem BioAssay, several laboratories
